K1F lysis inhibition = protection from phage-mediated lysis, alamar blue read-out – E. coli UTI89, K1F phage, bacterial capsule biogenesis inhibitors (AID 488966); E. coli UTI89 K1F phage lysis, alamar blue, 2 h; higher % means a stronger effect; inhibition, % at 100 µM; hits with a dose series show IC50 in µM; 340,000 tested, 0.02% active;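 active = phage lysis inhibition, versus mean bacterial control, above a set limit; inconclusive = no clear call, values can overlap the other calls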;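 note: capsule biogenesis inhibitors block K1F phage lysis so surviving cells raise fluorescence; higher fluorescence means more inhibition of phage lysis; actives were called in the ten point dose series up to 300 µM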
Dengue-2 NS5 capping = Dengue-2 NS5 methyltransferase inhibitors, primary screen, biochemical, confirmation dose response (AID 588689). Dengue-2 NS5 methyltransferase capping enzyme assay, biochemical; higher % means a stronger effect. inhibition, % at 25 µM, or IC50 in µM where a hit was titrated. 340,000 tested, 0.3% active; in the data active = a potency from the dose series; inconclusive = inhibition above about 29% without an active follow-up result
AID2073 = disruptors of CaV2.2 binding to Mint1 – biochemical, HTRF (AID 2073); inhibition, % at 20 µM, or IC50 in µM where a hit was titrated; HTRF protein-protein interaction, Mint1-CaV2.2; higher % means a stronger effect; 290,000 tested, 0.19% active; in the data active = inhibition mostly above about 51%, no sharp cut-off; inconclusive = no clear call, values can overlap the other calls; inactive = mostly below about 53%; note: some results filed as inactive read as strong as hits
NTR1 agonist = NTR1-driven beta-arrestin-GFP spot formation – imaging, U2OS cells, high content, primary screen (AID 493036); P30989; agonist mode; activation, % at 20 µM; 330,000 tested, 0.17% active;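 active = activation at or above 40% of the spot to cytoplasm intensity ratio, with at least 20 cells analyzed; inconclusive = wells under 20 cells, flagged as cytotoxic or low count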;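 note: 0% = DMSO without peptide and 100% = 100 nM NTR1 peptide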
Target sequence (P30989 whole entry, looked up): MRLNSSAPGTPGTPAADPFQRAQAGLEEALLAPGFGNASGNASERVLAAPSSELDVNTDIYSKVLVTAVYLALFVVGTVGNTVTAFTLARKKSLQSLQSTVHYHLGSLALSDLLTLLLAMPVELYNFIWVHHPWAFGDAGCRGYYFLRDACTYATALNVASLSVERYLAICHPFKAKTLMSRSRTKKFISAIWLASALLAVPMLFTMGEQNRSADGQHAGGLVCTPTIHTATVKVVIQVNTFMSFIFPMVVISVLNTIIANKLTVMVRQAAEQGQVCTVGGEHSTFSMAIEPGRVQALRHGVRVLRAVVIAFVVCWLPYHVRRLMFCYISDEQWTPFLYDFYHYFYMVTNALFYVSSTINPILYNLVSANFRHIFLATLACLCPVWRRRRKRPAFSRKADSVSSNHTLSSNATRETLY
HIV fusion peptide = inhibitors of HIV fusion peptide binding, primary screen, biochemical, uHTS, fluorescence dequenching (AID 1986); 290,000 tested, 0.3% active; cell-free peptide binding, fluorescence dequenching, 30 min; higher % means a stronger effect; inhibition, % at 20 µM, or IC50 in µM where a hit was titrated; in the data active = inhibition mostly above about 52%, no sharp cut-off; inactive = mostly below about 76%; note: some results filed as inactive read as strong as hits
GPR55 LPI antagonism = GPR55 antagonists blocking LPI-driven arrestin recruitment, primary screen, imaging, U2OS, beta-arrestin-GFP, LPI agonist (AID 2013) | U2OS GPR55 beta-arrestin-GFP translocation imaging, LPI antagonism; higher % means a stronger effect | 290,000 tested, 0.13% active | one-dose inhibition, % at 10 µM; IC50 in µM for titrated hits;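 active = spots per cell inhibited over 60%, with over 100 cells counted and total cytoplasm intensity under 500,000; inconclusive = wells with under 100 cells, flagged as likely toxic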;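 note: U2OS cells stably carrying GPR55 and arrestin-GFP stimulated by 5 µM LPI near EC80; imaged beta-arrestin-GFP aggregate spots per cell after agonist stimulation; plate controls were LPI-stimulated DMSO wells for no effect and DMSO wells without LPI for full effect; some results filed as inactive read as strong as hits; confirmed hits need IC50 under 10 µM and bright autofluorescent wells are also inconclusive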
GPR35 antagonists = inhibition of zaprinast-stimulated GPR35 beta-arrestin translocation – imaging, U2OS, beta-arrestin-GFP, zaprinast agonist, primary screen (AID 2058); U2OS GPR35 beta-arrestin-GFP translocation imaging, zaprinast antagonism; higher % means a stronger effect; inhibition, % at 10 µM, or IC50 in µM where a hit was titrated; 290,000 tested, 0.052% active;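 active = inhibition of at least 50% with at least 30 cells and total cytoplasm GFP at most 10,000,000; inconclusive = under 30 cells or total GFP of 10,000,000 plus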
GPR55 beta-arrestin = GPR55 agonists via beta-arrestin recruitment, primary screen, imaging, U2OS cells, beta-arrestin-GFP redistribution (AID 1961). U2OS GPR55 beta-arrestin-GFP redistribution imaging; higher % means a stronger effect. activation, % at 10 µM, or EC50 in µM where a hit was titrated. 290,000 tested, 0.048% active;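 active = activation above 40% with more than 50 cells counted in the well; inconclusive = wells holding fewer than 50 cells, flagged as toxic or sparse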;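 note: U2OS osteosarcoma cells stably expressing GPR55 and beta-arrestin-GFP; plate controls were DMSO negative control for no effect and LPI positive control for full effect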
SIAH1 antagonists = blockers of Siah-1 interaction with plectin peptide – biochemical, fluorescence polarization, rhodamine-plectin, uHTS, primary screen (AID 1817); Siah-1 / rhodamine-plectin peptide fluorescence polarization; higher % means a stronger effect; displacement, % at 20 µM, or IC50 in µM where a hit was titrated; 290,000 tested, 0.02% active;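 active = displacement of at least 50% at 20 µM, with a fluorescence ratio check between 0.3 and a set limit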;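 note: plate controls were Siah plus tracer with DMSO for no effect and tracer alone without Siah for full effect; strong numbers were not always called active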
NTR1 agonist cell count 20 µM = second read-out of NTR1 agonist, no call of its own (marks repeat the call); cell count; measured here: cell count, cytotoxicity flag
* hit, by the source's call; i = inactive; u = inconclusive; x = not tested or not shown; [ ] = remark or other dose.

no.	structure	K1F lysis inhibition	Dengue-2 NS5 capping	AID2073	NTR1 agonist	NTR1 agonist cell count 20 µM	HIV fusion peptide	GPR55 LPI antagonism	GPR35 antagonists	GPR55 beta-arrestin	SIAH1 antagonists
1	COc1ccc(N2CCN(C(=O)C(CCSC)N=C3NS(=O)(=O)c4ccccc43)CC2)cc1 (stereo unspecified)	15%	0%	10%	-3.2	88	-1.6%	34%	2%	0.0%	1%
2	Cc1cc(SCc2ccccc2Cl)nc(=O)[nH]1	0.8%	-23%	15%	-1.2	53	4.7%	4%	5%	0.6%	-2%
3	CNC(=O)c1cc(S(=O)(=O)Nc2ccc3c(c2)OCCO3)ccc1C	0.3%	-6%	4%	-1.0	67	-0.6%	15%	1%	0.0%	2%
4	O=C(OCc1cn(Cc2ccccc2)nn1)c1ccccc1	0.4%	2%	2%	2.8	94	-0.5%	-4%	21%	-0.1%	-4%
5	C=CCN1C=C2C(=O)C(C)(OC(=O)c3ccc(OC)cc3)C(=O)C(c3ccco3)=C2C=C1CCCC (stereo unspecified)	-0.3%	32%	2%	-1.0	77	29%	4%	-4%	-0.1%	-2%
6	C=CCn1c2ccccc2c2nn(C)c(=S)nc21	0.0%	-2%	10%	0.2	103	-1.7%	-5%	-4%	-0.1%	-4%
7	Cc1onc(-c2ccccc2Cl)c1C(=O)NNC(=O)c1ccc(F)cc1	0.1%	-5%	5%	-0.4	44	-0.8%	16%	11%	0.0%	8%
8	O=C1C2CCCCN2C(=O)N1CCCN1CCN(c2ccc(F)cc2)CC1 (stereo unspecified)	-0.1%	-9%	3%	-0.7	58	0.3%	-1%	-19%	0.1%	0%
9	Cc1[nH]c2c(C(=O)N3CCCC(CCC(=O)NCc4ccccc4F)C3)cccc2c1C (stereo unspecified)	0.3%	-2%	2%	0.1	63	0.1%	-6%	-3%	-0.1%	4%
10	COc1ccccc1N(CC(O)COc1ccc(C)cc1)S(=O)(=O)c1ccccc1 (stereo unspecified)	-0.3%	-4%	u	0.3	80	-1.1%	-5%	-10%	-0.2%	10%
11	O=C(COc1ccc(Cl)cc1)Nc1nnc(-c2ccco2)o1	i	0%	9%	0.0	66	4.0%	11%	-6%	-0.5%	2%
12	CC1(C)CC2(CC(C)(C)NC(=O)N2)NC(=O)N1	0.1%	1%	22%	0.7	44	-0.9%	10%	-4%	-0.2%	3%
13	CC(=O)Nc1ccc(Sc2ccccc2C(=O)N2CCCC2)cn1	-0.2%	-1%	-11%	0.4	49	-1.0%	-6%	-15%	0.2%	0%
14	CCOC(=O)c1nc(Nc2ccc(N3CCC(C)CC3)cc2)c2ccccc2n1	-1.0%	-1%	4%	16	47	-1.7%	12%	-5%	-0.1%	-9%
15	CCCC(c1nnnn1CCC(C)C)N1CCC(C(N)=O)CC1 (stereo unspecified)	-0.5%	7%	12%	1.9	46	-1.9%	6%	-15%	-0.1%	-6%
16	COC(=O)c1ccc(C)c(NS(=O)(=O)c2ccc(OC)cc2)c1	0.0%	-4%	-6%	1.0	50	0.7%	7%	-2%	-0.1%	-5%
17	Cc1ccc(C2Oc3ccccc3C3=C2C(c2cccs2)n2ncnc2N3)cc1 (stereo unspecified)	0.6%	-2%	6%	5.0	95	-0.1%	6%	-10%	0.1%	-2%
18	O=C(O)CCCCCn1c(SCC(=O)N2CCCC2)nc2ccsc2c1=O	4.9%	-9%	-3%	0.2	87	-2.5%	3%	2%	0.0%	1%
19	CSc1nc(-c2ccccc2)c(C#N)c(=O)[nH]1	-0.1%	-8%	14%	-0.1	51	2.9%	14%	0%	-0.1%	0%
20	Cc1nnc(NC(=O)CSc2n[nH]c(-c3ccccc3)n2)s1	0.3%	-5%	4%	-1.1	30	-1.8%	3%	2%	-0.1%	2%
21	Cc1ccc(S(=O)(=O)n2c3ccc(Cl)cc3c3nc(C)sc32)cc1	0.3%	-7%	2%	x	x	2.1%	13%	-8%	-0.2%	-5%
22	Cn1ccc(NC(=O)Nc2cccc(C(F)(F)F)c2)n1	0.2%	-10%	-3%	0.2	40	2.5%	-9%	-6%	-0.1%	1%
23	COC(=O)c1ccc(S(=O)(=O)N2CCN(CCO)CC2)n1C	-1.3%	-5%	6%	0.7	39	-0.4%	-4%	5%	0.3%	-2%
24	COc1ccccc1C(=O)Nc1ccc(S(=O)(=O)Nc2onc(C)c2C)cc1	0.1%	-4%	13%	1.4	54	2.4%	8%	1%	-0.2%	4%
25	COC(=O)Cc1ccc(NC(=O)c2cccs2)cc1	-0.3%	-1%	4%	-0.7	55	0.7%	0%	-2%	0.7%	-1%

Other structures:
no.	structure	K1F lysis inhibition	Dengue-2 NS5 capping	AID2073	NTR1 agonist	NTR1 agonist cell count 20 µM	HIV fusion peptide	GPR55 LPI antagonism	GPR35 antagonists	GPR55 beta-arrestin	SIAH1 antagonists
26	COc1cc(-c2nc3ccc(C)cn3c2Nc2ccc3c(c2)OCCO3)ccc1O	-1.2%[50 µM]	-9%	35%	3.0	84	-2.8%	7%	-7%	-0.1%	4%
27	CCc1ccc(NC(=S)N2CCN(C)CC2)cc1	2.1%[50 µM]	1%	-9%	-0.3	65	0.3%	14%	-20%	-0.1%	-2%
28	Cc1ccc(C(=O)c2oc3ccc(Cl)cc3c2NC(=O)CN2CCN(C)CC2)cc1	3.1%	-9%	1%	38	44	-0.3%	7%	12%	-0.2%	1%
29	Cc1nc(Nc2ccc3c(c2)OCCO3)c2c(C)c(C)sc2n1	1.4%	-5%	3%	0.5	44	-1.2%	-5%	8%	1.2%	-3%
30	COc1ccc(N2C(=O)CSC2c2ccc(F)cc2)cc1 (stereo unspecified)	0.1%	-3%	-1%	-0.6	88	0.4%	-4%	14%	0.0%	-1%
31	CCOc1ccc(-c2csc(NC(=O)c3cccc(N4C(=O)CCC4=O)c3)n2)cc1	0.2%	-10%	17%	9.9	50	-0.7%	-8%	0%	-0.3%	-2%
32	CCOC(=O)N1CCN(C(=S)Nc2cccc(C)c2C)CC1	2.9%	-1%	-8%	-2.0	57	0.4%	-1%	1%	-0.3%	-1%
33	CC1(C)Cc2c(c(-c3ccccc3)nc3sc4c(=O)[nH]c(=S)[nH]c4c23)CO1	x	x	0%	1.1	58	3.8%	-6%	-8%	-0.2%	11%
34	COc1ccc(Cc2nc3ccc(C(=O)N4CCOCC4)cc3o2)cc1	-0.1%	-3%	8%	-0.1	73	0.1%	-11%	-12%	-0.1%	3%
35	O=C(Cn1c(=O)oc2cc(S(=O)(=O)N3CCCC3)ccc21)N1CCN(C2CCCCC2)CC1	2.1%	-3%	-2%	1.8	66	0.0%	2%	4%	0.2%	5%
36	CC(C)(C)n1cnnc1Sc1ncccc1[N+](=O)[O-]	0.5%	-8%	0%	0.5	53	0.0%	13%	7%	0.3%	16%
37	O=C(c1cnc2n(c1=O)CCS2)N1CCN(c2ccc([N+](=O)[O-])cc2)CC1	0.1%	-1%	1%	4.3	49	-0.8%	4%	3%	-0.3%	5%
38	CCCCc1nc(Cl)c(C#N)c2c1CSC(C)(C)C2	-0.1%	-6%	3%	12	86	-0.9%	18%	0%	0.0%	4%
39	COc1cc(CCC(=O)Nc2nnc(C)s2)cc(OC)c1OC	0.1%	1%	13%	3.0	29	14%	-10%	10%	-0.1%	4%
40	Cc1cc(C(=O)N2CCCC(CCC(=O)N3CCN(c4ccccn4)CC3)C2)c(C)o1 (stereo unspecified)	0.1%	-11%	1%	-1.1	61	0.3%	-3%	-4%	-0.3%	1%
41	O=C(NCc1ccc(N2CCCC2=O)cc1)c1ccc(F)cc1	0.4%	-1%	14%	-0.3	74	-1.7%	5%	-8%	-0.1%	1%
42	CN(C)c1ccc(-n2cccc2/C=N/n2cnnc2)cc1	0.3%	-8%	u	-1.4	59	2.2%	3%	6%	-0.2%	-1%
43	O=C(c1cc(-c2ccncc2)nc2ccccc12)N1CCN(c2ccccn2)CC1	0.4%	-6%	4%	0.2	54	-0.6%	-9%	-10%	0.0%	2%
44	Cn1cccc1CNC(=O)Nc1ccc(Cl)c(Cl)c1	-0.5%	4%	-2%	2.1	47	0.2%	10%	12%	-0.1%	4%
45	N#CC(C(=O)c1ccccc1)=C1SCCS1	x	x	2%	1.4	44	1.4%	12%	-6%	-0.1%	7%
46	Cc1c(Cl)cccc1N=C(N)N=C(N)N	0.1%	5%	9%	1.0	68	1.7%	3%	1%	-0.1%	-4%
47	C/C=C/c1ccc(OCCOc2ccc(C=O)cc2)c(OC)c1	5.2%	4%	-5%	5.5	51	0.5%	2%	-5%	0.0%	10%
48	CC(C)c1ccc(C(C)NCCS(=O)(=O)c2ccc(Cl)cc2)cc1 (stereo unspecified)	0.1%	-8%	13%	2.6	54	0.7%	-2%	8%	0.2%	-1%
49	Nc1nnnn1/N=C/c1cc(Cl)ccc1O	0.3%	23%	u	-0.3	77	2.5%	2%	0%	-0.1%	6%
50	NC(=O)c1ccccc1NC(=O)CSc1nc2ccccc2c(=O)[nH]1	0.1%	-6%	-13%	-1.0	48	-0.9%	20%	5%	0.0%	7%
51	O=C(c1ccc2[nH]c(=O)c(=O)[nH]c2c1)N1CCc2ccccc21	2.9%	-5%	-1%	-0.1	57	-1.4%	1%	-2%	-0.1%	0%
52	CCCCC(=O)Nc1cc(OC)c(NC(=O)C2CCCCC2)cc1OC	0.2%	6%	-6%	-1.0	99	-0.7%	3%	-3%	0.2%	2%
53	CSCC[C@H](N)C(=O)N1CCC(C(=O)N[C@@H](Cc2c[nH]c3ccccc23)C(=O)O)CC1	1.2%[50 µM]	-7%	-2%	-0.5	56	1.0%	-14%	14%	0.0%	-1%

High-throughput results as filed in PubChem.
